# SARS 3CLpro inh = SARS-CoV 3CLpro protease inhibition; actives 0.14% (n = 290,000); recombinant SARS-CoV 3CLpro, quenched FRET peptide cleavage; P0C6X7; inhibition, % at 6 µM; in the data active = inhibition above about 12%
# BioA inh = blocks M. tuberculosis BioA enzyme activity; inhibition, % at 9.99 µM; purified M. tuberculosis BioA enzyme, plate reader; actives 0.096% (n = 360,000); in the data active = inhibition above about 40%
# GDH-TPI inh = counter-screen for M. tuberculosis FBA inhibitors: GDH-TPI coupled enzymes; GDH-TPI coupled enzyme counterscreen, NADH absorbance; inhibition, % at 4.8 µM; actives 1.2% (n = 360,000); in the data active = inhibition above about 30%;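 also: 0% = DMSO wells and 100% = wells lacking the enzyme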
# SSB-PriA inh = K. pneumoniae PriA-SSBct interaction inhibition; inhibition, % at 33 µM; AlphaScreen SSBct-PriA binding, biotinylated peptide; actives 0.6% (n = 430,000); in the data active = inhibition mostly above about 37%, no sharp cut-off; inactive = mostly below about 20%;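 also: plate controls were negative control peptide for no effect and reference peptide for full effect; strong numbers were not always called active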
# VHR inh abs = inhibitors of human VHR1 phosphatase (DUSP3) | inhibition, % at 13.3 µM | AID 1654 | actives 0.52% (n = 290,000) | recombinant VHR phosphatase, pNPP absorbance; in the data active = inhibition above about 50%; also: some compounds called inactive have numbers as strong as hits
# Target sequence (P51452 whole entry, looked up): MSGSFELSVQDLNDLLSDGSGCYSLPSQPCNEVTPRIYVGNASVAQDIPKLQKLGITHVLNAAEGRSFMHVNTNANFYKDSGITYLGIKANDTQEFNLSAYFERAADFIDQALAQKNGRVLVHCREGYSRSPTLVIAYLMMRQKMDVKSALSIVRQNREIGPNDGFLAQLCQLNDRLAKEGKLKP
# Vc quorum ag = quorum light induction in luxS cqsA deficient V. cholerae | V. cholerae BH1578 lux reporter, luminescence, 6 h | activation, % at 18.7 µM | actives 0.16% (n = 350,000) | AID 588436; in the data active = activation mostly above about 9.7%, no sharp cut-off; also: not every result past the cut was called active; inactives centre near 0; reference of the scale not given here
# Mtb FBA inh = inhibitors of M. tuberculosis fructose-bisphosphate aldolase. P9WQA3. purified M. tuberculosis FBA, fluorescence read-out. inhibition, % at 1 µM. actives 2.3% (n = 360,000); in the data active = inhibition above about 27%;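 also: 0% = vehicle and 100% = reference inhibitor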
# Rv3671c inh = inhibitors of M. tuberculosis serine protease Rv3671c. P9WHR9. inhibition, % at 5.96 µM. actives 0.048% (n = 320,000). AID 2606; in the data active = inhibition above about 38%;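 also: extracellular domain of Rv3671c used as enzyme; 0% = enzyme with DMSO and 100% = no enzyme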
# Target sequence (P9WHR9 whole entry, looked up, the tested form may be a part): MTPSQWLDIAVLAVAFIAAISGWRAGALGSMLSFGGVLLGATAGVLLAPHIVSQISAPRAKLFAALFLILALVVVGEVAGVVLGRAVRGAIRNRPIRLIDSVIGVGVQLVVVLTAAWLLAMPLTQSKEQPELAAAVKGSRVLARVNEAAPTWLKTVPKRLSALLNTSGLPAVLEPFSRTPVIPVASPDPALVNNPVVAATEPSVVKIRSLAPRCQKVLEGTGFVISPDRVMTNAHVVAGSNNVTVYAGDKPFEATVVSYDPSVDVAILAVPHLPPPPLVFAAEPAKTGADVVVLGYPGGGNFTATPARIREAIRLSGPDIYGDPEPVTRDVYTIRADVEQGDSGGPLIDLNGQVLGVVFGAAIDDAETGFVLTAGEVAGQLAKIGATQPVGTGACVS
# MazEF act = increases E. coli MazEF RNase cleavage of RNA; activation, % at 20 µM; FAM/BHQ RNA-DNA oligo cleavage fluorescence, 5 h; actives 0.32% (n = 350,000); AID 504720; in the data active = activation above about 50%
# Target sequence (P0AE70 whole entry, looked up): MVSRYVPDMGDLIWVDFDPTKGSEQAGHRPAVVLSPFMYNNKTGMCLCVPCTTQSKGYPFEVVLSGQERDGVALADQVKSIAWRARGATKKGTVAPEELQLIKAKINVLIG
# UGM FP inh = inhibitors of M. tuberculosis UDP-galactopyranose mutase. actives 0.06% (n = 320,000). P9WIQ1. inhibition, % at 10 µM. purified UGM, fluorescence polarization probe displacement; in the data active = inhibition above about 10%, passing the limit was not always enough
# Target sequence (P9WIQ1 whole entry, looked up): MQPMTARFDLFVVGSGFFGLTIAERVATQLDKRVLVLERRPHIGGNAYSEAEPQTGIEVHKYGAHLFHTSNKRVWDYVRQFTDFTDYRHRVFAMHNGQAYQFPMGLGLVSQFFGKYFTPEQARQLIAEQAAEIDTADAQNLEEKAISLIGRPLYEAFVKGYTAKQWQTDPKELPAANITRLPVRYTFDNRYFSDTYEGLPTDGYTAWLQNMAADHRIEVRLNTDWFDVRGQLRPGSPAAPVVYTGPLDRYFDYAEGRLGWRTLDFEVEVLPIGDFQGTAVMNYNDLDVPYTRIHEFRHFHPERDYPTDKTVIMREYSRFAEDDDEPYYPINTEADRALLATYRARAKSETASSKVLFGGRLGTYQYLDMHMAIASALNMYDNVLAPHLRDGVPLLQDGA
# * marks the source's active call; other numbers are inactive results; i = inactive; · = no result given; + = active, no number; & = joins results of further samples. Only part of the results is shown, so the mix of outcomes need not match the whole.
SMILES,SARS 3CLpro inh,BioA inh,GDH-TPI inh,SSB-PriA inh,VHR inh abs,Vc quorum ag,Mtb FBA inh,Rv3671c inh,MazEF act,UGM FP inh
C/C(CC(=O)NC1CCCCC1)=N\NC(=O)c1ccccn1,5,·,5,·,11,-0.2,-1,3,2,-1.6
COc1cc(C(=O)NC(C)c2cnn(-c3ccccc3C)c2C)cc(OC)c1OC (centres undefined),3,·,1,-3,-14,-0.3,4,-5,4,3.1
COc1ccc(NC(=O)C2CCCCC2)cc1S(=O)(=O)N1CCOCC1,·,1.7,12,1,·,i,1,-1,8,4.7
COc1ccc(OC)c(C2C=C(C34CC5CC(CC(C5)C3)C4)NC(=S)N2)c1 (centres undefined),3,-0.6,2,14,3,2.3,1,-11,-10,-0.1
COc1ccc(CCN2C(=O)C3C4C=CC(C4)C3C2=O)cc1OC (centres undefined),-1,-0.5,-6,8,3,3.7,2,2,-2,5.4
Cc1ccsc1C1C(C#N)=C(N)OC2=C1C(=O)CCC2 (centres undefined),1,0.9,28,-6,30,-0.4,-1,-4,-1,0.9
COc1ccccc1C(=O)NCCn1cc(SCC(=O)Nc2nnc(C)s2)c2ccccc21,-3,-2.7,-1,-2,10,-0.2,0,-4,-1,-3.3
COc1ccc(NC(=O)c2cc(S(=O)(=O)N3CCCC3)oc2C)cc1,0,·,-1,-2,9,-1.2,0,1,3,5.9
CC(=O)c1cc(C#N)c(Oc2ccc(Cl)cc2Cl)nc1C,4,3.6,-3,0,·,0.3,-1,-4,-2,-0.7
CC(=O)Oc1ccc2c3c(c(=O)oc2c1C)CCCC3,2,-1.7,2,-12,-13,-6.7,+,-9,-10,2.1
O=C1C2C(c3ccccc3)C=CC(c3ccccc3)C2C(=O)N1c1ccccn1 (centres undefined),5,·,11,-2,-22,-0.3,-1,5,-14,-1.6
COc1ccccc1CNc1nc(S(=O)(=O)c2ccccc2)c(Cl)s1,1,-0.1,2,-14&-1&-5,4,-0.6,-2,-9,-8,·
COc1cc(Cl)c(CNC[C@H]2O[C@@H](n3cnc4c(N)ncnc43)[C@H](O)[C@@H]2O)c(Cl)c1O,·,-0.3,7,1,·,-1.0,0,·,5,·
C=CCOc1ccccc1CN1CCN(CCc2ccccc2)C(CCO)C1 (centres undefined),2,16,8,-14,24,i,0,6,2,-0.4
COC(=O)CSc1nnc(-c2cnccn2)n1C,2,0.1,1,-14,4,-1.0,-4,11,3,-0.6
O=C(CN1N=C(C(F)(F)F)CC1(O)c1ccc([N+](=O)[O-])cc1)c1ccccc1 (centres undefined),3,0.1,12,23,9,i,-7,10,-4,-3.9
COC(=O)C1CCN(C(=O)C2CC(=O)N(c3ccc(C)c(Cl)c3)C2)CC1 (centres undefined),·,-0.5,2,2,·,i,1,·,-1,·
O=C(c1ccc2c(c1)ncn2C1CCCCC1)N1CCC2(CC1)OCCO2,1,·,·,-21,18,·,·,4,-2,-2.6
COc1ccccc1CC(=O)N1CCN(c2ccccn2)CC1,5,-0.8,-2,-9,36,i,6,4,1,5.3
COc1ccc(CNC(=O)CN(CC2CCCO2)C(=O)CNS(=O)(=O)c2ccccc2)cc1 (centres undefined),2,-0.8,4,-13,10,i,1,6,4,-2.5
COC(=O)C1CSC(C(=O)OC)N1C(=O)Nc1ccc(Cl)cc1 (centres undefined),4,0.3,10,-5,29,0.7,103*,2,-10,2.8
C=CCOC(=O)c1c(C)nc2cc3c(cc2c1C)OCO3,2,·,-3,-6,-1,-0.2,3,-7,4,0.9
Cc1nc2ccc(-c3nc4ccccc4o3)cc2[nH]1,2,-0.5,13,-4,5,-0.3,50*,-4,3,-1.6
CCC(=O)Nc1ccc(C(=O)NCCCn2ccnc2)cc1,4,·,-1,-17,1,-0.9,-6,2,-4,-0.1
CCn1c(=S)[nH]c2scc(-c3cccs3)c2c1=O,2,·,4,-15,22,i,-2,·,2,·

# In another format: entries from further up.
structure	SARS 3CLpro inh	BioA inh	GDH-TPI inh	SSB-PriA inh	VHR inh abs	Vc quorum ag	Mtb FBA inh	Rv3671c inh	MazEF act	UGM FP inh
CC(=O)c1cc(C#N)c(Oc2ccc(Cl)cc2Cl)nc1C	4	3.6	-3	0	·	0.3	-1	-4	-2	-0.7
O=C(c1ccc2c(c1)ncn2C1CCCCC1)N1CCC2(CC1)OCCO2	1	·	·	-21	18	·	·	4	-2	-2.6

# Next records follow:
SMILES,SARS 3CLpro inh,BioA inh,GDH-TPI inh,SSB-PriA inh,VHR inh abs,Vc quorum ag,Mtb FBA inh,Rv3671c inh,MazEF act,UGM FP inh
COc1ccc(-c2csc(Nc3ncccc3C)n2)cc1,-2,2.3,1,-12,-9,-0.2,0,7,-3,1.6
O=C(CNC(=O)c1ccc(Cl)cc1Cl)OCC(=O)N1CCN(c2ccccc2)CC1,1,0.5,6,-16,2,·,2,·,1,-2.4
O=C(c1ccc(O)cc1)c1ccc(C(=O)c2ccc(O)cc2)cc1,-4&-1,-1.5,26,0,2&23,0.2,0,-21,-9,-1.4
CN(C)c1ccc(CN(C(=O)c2ccc(Cl)c([N+](=O)[O-])c2)C2CCS(=O)(=O)C2)cc1 (centres undefined),6,·,-8,18,27,0.2,0,7,1,0.3
Cc1cc(NC(=O)CS(=O)(=O)c2c[nH]c3ccccc23)no1,-1,0.7,4,-1&-9,-2,i,1,2,-5,0.5
Cc1cc(C(=O)Nc2ccncc2)c2ccccc2n1,3,0.0,2,0,5,0.4,0,-1,-1,2.8
CC1CC(C)C[N+](=C2C=C(N3CCCC3)CC(C)(C)C2)C1 (centres undefined),1,·,29,-6,5,-0.3,2,·,8,·
COc1ccc2oc(C(=O)OCC(=O)NCc3ccc(OC)c(OC)c3)c(C)c2c1,·,0.3,-5,2,·,-0.4,17,·,-17,·
COc1ccc(C)cc1NC(=O)CSc1nnc2ccc(-c3ccccn3)nn12,·,-0.7,11,-8,·,i,6,-10,-3,1.8
O=C(NC1CCCCC1)C(c1ccc(F)cc1)N(Cc1ccco1)C(=O)c1csnn1 (centres undefined),6,-1.1,-1,-1,38,-0.4,1,3,7,0.4
Cc1sc(N)nc1-c1ccc2c(c1)OCCO2,4,0.5,0,0,11,0.3,-2,-2,1,0.0
O=C(N/N=C/c1cccc2ccccc12)C(=O)N1CCCC1,2,-1.8,28,·,36,-0.5,-1,3,-3,-2.1
Cc1ccc(-c2nn(-c3ccccc3)cc2/C=N/n2c(-c3cccs3)n[nH]c2=S)cc1,-3,-0.4,7,·,14,i,2,-14,3,1.1
NC(=O)C1(N2CCCCC2)CCN(S(=O)(=O)c2ccccc2)CC1,1,-2.5,-6,-7,22,-0.2,-4,0,0,-0.6
O=C(c1ccncc1)N1CCN(S(=O)(=O)c2cccc(C(F)(F)F)c2)CC1,·,0.4,0,-2,·,i,-1,12,11,0.0
O=C(CCS(=O)(=O)c1ccc(F)cc1)Nc1nnc(-c2cccs2)o1,·,-0.3,-1,5&-1,·,i,9,0,4,-0.4
CC(C)n1cc(NC(=O)COc2ccccc2Cl)cn1,-4,0.7,4,-3,7,i,-4,-6,-2,-3.1
COc1ccc(CCNC(=O)C(=O)NCc2cccs2)cc1OC,-2,·,-8,-4,13,-0.4,0,-10,1,-0.1
CC(=O)Nc1ccc(NC(=O)CSc2nc(N)c(NC(=O)c3ccco3)c(=O)[nH]2)cc1,5,0.2,3,6&-2,0,0.5,2,-2,2,-1.2
COc1ccc2[nH]c(C(=O)O)c(NC(=O)c3ccccc3[N+](=O)[O-])c2c1,5,-2.4,16,-17,4,-0.3,2,0,7,-2.2
Cc1cc(C)n(CCN(C)C(=O)C2CCC(=O)N(CCN3CCOCC3)C2)n1 (centres undefined),0,-0.8,-2,6,2,i,0,2,3,-0.7
COc1ccccc1N(CC(=O)NC1CCCCC1C)S(=O)(=O)c1cccs1 (centres undefined),·,·,-8,-6,·,·,-4,5,-5,1.0
Cc1ccccc1CNC(=O)c1ccc(CSCc2ccccc2)cc1,7,-0.5,-6,-19,-5,i,-2,-24,-6,1.5
CC(C)c1cc(-c2cc(C(=O)NCc3ccccc3)on2)nc(NCC2CC2)n1,·,-0.8,12,-16,38,0.3,6,-34,4,-1.3
CCOC(=O)Cn1cnc2c(nnn2-c2cccc(OC)c2)c1=O,-3,·,-1,-5,-11,i,0,-9,6,0.5

# Ordered by formula weight (descending): 6 of the compounds above.
SMILES,SARS 3CLpro inh,BioA inh,GDH-TPI inh,SSB-PriA inh,VHR inh abs,Vc quorum ag,Mtb FBA inh,Rv3671c inh,MazEF act,UGM FP inh
O=C(CNC(=O)c1ccc(Cl)cc1Cl)OCC(=O)N1CCN(c2ccccc2)CC1,1,0.5,6,-16,2,·,2,·,1,-2.4
COc1ccc2oc(C(=O)OCC(=O)NCc3ccc(OC)c(OC)c3)c(C)c2c1,·,0.3,-5,2,·,-0.4,17,·,-17,·
O=C(c1ccncc1)N1CCN(S(=O)(=O)c2cccc(C(F)(F)F)c2)CC1,·,0.4,0,-2,·,i,-1,12,11,0.0
CC(C)c1cc(-c2cc(C(=O)NCc3ccccc3)on2)nc(NCC2CC2)n1,·,-0.8,12,-16,38,0.3,6,-34,4,-1.3
CC(C)n1cc(NC(=O)COc2ccccc2Cl)cn1,-4,0.7,4,-3,7,i,-4,-6,-2,-3.1
Cc1cc(C(=O)Nc2ccncc2)c2ccccc2n1,3,0.0,2,0,5,0.4,0,-1,-1,2.8

# The listing continues.
SMILES,SARS 3CLpro inh,BioA inh,GDH-TPI inh,SSB-PriA inh,VHR inh abs,Vc quorum ag,Mtb FBA inh,Rv3671c inh,MazEF act,UGM FP inh
CC1(C)C2CCC(C2)C1(C)NC(=O)CNCC1CCCCC1 (centres undefined),-3,·,-8,-8,39,i,2,0,6,1.2
COc1cccc(OCc2cc(C(=O)N3CCN(C4CCCCC4)C(=O)C3)no2)c1,0,1.6,3,-3,4,-0.3,0,-1,-1,2.3
CC(=O)c1cccc(NC(=O)C(C)OC(=O)c2cccc(-n3cnnn3)c2)c1 (centres undefined),·,1.3,-13,-14,·,i,-4,5,1,-3.0
COc1ccc([C@@H]2CC=C(C(=O)O)[C@H](c3ccc(F)cc3)N2S(=O)(=O)c2ccc(C)cc2)cc1OC,·,-0.2,8,-7,·,-0.4,-1,-3,0,1.3
CC(=O)c1cccc(OCC(=O)Nc2ccccc2N2CCOCC2)c1,·,10,7,-5,·,-0.3,3,-4,1,0.4
CC1CCCCN1Cc1c(O)ccc2c(=O)c(-c3nc4ccccc4s3)coc12 (centres undefined),7,-1.2,17,6,41,-0.7,0,5,-2,-4.5
CSCCC(NC(=O)c1ccco1)C(=O)NCc1ccc2c(c1)OCO2 (centres undefined),·,-1.3,-1,-7,·,1.7,0,·,3,·
Cc1ccc(C)c(-c2csc(Nc3ncccn3)n2)c1,2,-0.2,-3,-9,·,i,-1,-9,-5,1.1
O=C(O)Cn1nnnc1SCC(=O)Nc1ccccc1F,0,·,-2,-11,25,-1.1,-2,6,-4,1.0
COc1ccc(C2C(C(=O)Nc3cccc(C)n3)CCC(=O)N2c2ccc(OC)cc2)cc1 (centres undefined),-1,·,·,1,20,·,·,7,5,0.6
CCc1c(O)nc(SCC(=O)Nc2ccccc2)n(-c2ccccc2)c1=O,1,-0.2,0,-7,-12,i,-3,-5,-2,-0.3
CN1CCN(Cc2ccc(Sc3ccc(Cl)cc3)c([N+](=O)[O-])c2)CC1,-2,·,3,7,8,-0.3,5,4,-23,-3.3
Cc1onc(-c2ccccc2)c1C(=O)OCC(=O)Nc1ccccc1,·,-1.8,9,10,·,-0.9,3,·,-9,·
CCOc1ccc(OCCC(=O)OCC(=O)Nc2cc(C)nn2-c2ccccc2)cc1,·,-0.4,-4,0,·,i,-3,1,-3,0.9
CC(C)N(C(=O)CN1CCN(C(=O)C2COc3ccccc3O2)CC1)C(C)C (centres undefined),·,-0.6,-3,2,·,0.6,0,6,5,0.0
COc1cccc(CN2CCNC(=O)C2CC(=O)O)c1OC (centres undefined),5,-0.1,-6,-13,30,-0.3,5,-1,0,0.6
CCOc1[nH]n(-c2ccc(Cl)cc2)c(=O)c1C=Nc1ccc(Cl)cc1,2,-1.5,1,3,32,i,-1,5,-6,-2.0
C/C(CC(=O)Nc1ccc(F)cc1)=N\NC(=O)COc1ccccc1,4,·,-2,·,-2,-0.2,1,-1,3,1.7
CC(C)(CNC(=O)c1ccc(Cl)c(S(=O)(=O)N2CCc3ccccc3C2)c1)N1CCOCC1,-1,·,3,-6,18,-0.6,0,10,7,-3.4
